Screening data: PubChem, The Scripps Research Institute Molecular Screening Center
TEAD-YAP inh: TEAD-YAP interaction inhibition | HEK-TIYL cells, TEAD-Gal4/YAP UAS-luciferase luminescence | inhibition, % at 9.12 µM | actives 1.4% (n = 640,000) | AID 1259422; in the data active = inhibition above about 32%;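 also: 0% = median of test compound wells and 100% = reference inhibitor wells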
GPR151 ag: activators of human GPR151; PathHunter beta-arrestin GPR151 cells, luminescence; Q8TDV0; AID 1508602; actives 1% (n = 650,000); activation, % at 11.2 µM; in the data active = activation above about 4.9%;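 also: 0% = median of compound wells and 100% = cells with positive control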
Target sequence (Q8TDV0 whole entry, looked up): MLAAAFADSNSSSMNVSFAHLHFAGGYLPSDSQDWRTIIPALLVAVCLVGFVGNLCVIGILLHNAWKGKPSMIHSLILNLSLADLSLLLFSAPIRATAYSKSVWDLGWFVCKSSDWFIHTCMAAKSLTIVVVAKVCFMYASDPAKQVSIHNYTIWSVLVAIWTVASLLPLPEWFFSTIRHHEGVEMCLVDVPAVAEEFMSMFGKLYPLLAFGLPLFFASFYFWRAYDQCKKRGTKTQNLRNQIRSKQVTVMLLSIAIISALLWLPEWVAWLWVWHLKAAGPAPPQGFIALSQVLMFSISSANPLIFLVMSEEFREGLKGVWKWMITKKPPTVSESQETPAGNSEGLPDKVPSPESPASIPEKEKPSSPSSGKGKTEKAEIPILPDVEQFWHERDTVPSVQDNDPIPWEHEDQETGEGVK
FBW7 activator: human FBW7 E3 ligase activation, primary screen; Q969H0; AlphaScreen FBW7–phospho-cyclin E peptide binding, activator screen; normalized activity (activation), % at 26.1 µM; actives 0.13% (n = 650,000); in the data active = normalized activity above about 1.9%;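 also: purified mutant Fbw7 with reduced substrate affinity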
Target sequence (Q969H0 whole entry, looked up): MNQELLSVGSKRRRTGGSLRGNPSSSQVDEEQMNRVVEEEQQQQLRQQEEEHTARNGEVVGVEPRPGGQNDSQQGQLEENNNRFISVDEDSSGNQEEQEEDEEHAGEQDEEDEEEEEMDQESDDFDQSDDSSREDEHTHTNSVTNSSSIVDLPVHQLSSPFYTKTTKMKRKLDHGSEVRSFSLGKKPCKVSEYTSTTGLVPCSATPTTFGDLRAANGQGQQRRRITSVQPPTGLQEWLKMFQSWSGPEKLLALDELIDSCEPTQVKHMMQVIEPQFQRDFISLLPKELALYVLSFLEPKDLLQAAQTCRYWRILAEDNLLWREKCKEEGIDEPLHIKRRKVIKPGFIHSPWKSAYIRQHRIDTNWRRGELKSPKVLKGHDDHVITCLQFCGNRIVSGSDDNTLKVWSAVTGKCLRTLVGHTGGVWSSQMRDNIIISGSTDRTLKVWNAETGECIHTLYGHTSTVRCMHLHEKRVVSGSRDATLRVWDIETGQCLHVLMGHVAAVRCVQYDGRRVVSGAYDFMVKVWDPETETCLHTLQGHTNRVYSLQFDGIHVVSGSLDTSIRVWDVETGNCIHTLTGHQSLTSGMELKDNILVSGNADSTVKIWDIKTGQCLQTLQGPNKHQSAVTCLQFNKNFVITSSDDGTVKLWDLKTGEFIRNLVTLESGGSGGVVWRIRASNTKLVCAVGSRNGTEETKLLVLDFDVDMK
MITF primary: inhibitors of human MITF. inhibition, % at 2.6 µM. AlphaScreen MITF homodimerization, bead proximity signal. actives 0.91% (n = 650,000). O75030; in the data active = inhibition above about 50%;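 also: 0% = vehicle wells with protein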
Starred values were filed as active, the others as inactive; & = joins results of further samples.

No.	Molecule	TEAD-YAP inh	GPR151 ag	FBW7 activator	MITF primary
1	O=C(Nc1ccc(Cl)cc1)C1C2C=CC3(O2)C1C(=O)N(CCN1CCCCC1)C3C(=O)NC1CCCCC1 (centres undefined)	-1	-0.9	0.0	-17
2	Cc1cc(NC(=O)c2ccc3c(c2)C(=O)N(CCC(C)C)C3=O)no1	5	-1.7	-0.1	8
3	COc1ccc(C2C(C(=O)N3CCN(Cc4ccccc4)CC3)c3ccccc3C(=O)N2c2ccc(OC)cc2)cc1 (centres undefined)	21	-0.2	0.0	-12
4	Cc1cc(C)c(C(=O)COC(=O)C(CC(C)C)NC(N)=O)cc1C (centres undefined)	7	0.0	-0.1	-3
5	Cn1c(=O)c2c(nc(NC3CCCCC3)n2Cc2ccccc2F)n(C)c1=O	4	-0.5	1.1	20
6	O=C(O)CNC(=O)c1ccc(Br)cc1	-4	-1.1	-0.1	2
7	CCOc1ccc(C(=O)N2CC(=O)Nc3ccc(F)cc3C2c2ccccc2)cc1 (centres undefined)	3	-0.8	0.1	-48
8	CC(=O)Nc1ccc(NC(=O)C2CC(=O)N(c3ccc(Cl)cc3)C2)cc1 (centres undefined)	-5	-0.7	0.0	9
9	COc1ccc2nc(/N=C/c3cc([N+](=O)[O-])cc([N+](=O)[O-])c3O)oc2c1	5	-0.1	-0.1	12
10	COc1ccc2ncc(C(=O)NCc3ccccc3)c(Cl)c2c1	-1	0.5	-0.1	8
11	COc1ccc(/C=N/NC(=O)c2ccc(NC(C)=O)cc2)c(C(=O)O)c1OC	-5	0.1	0.0	7
12	CN(C(=O)CCc1nnc(-c2ccc(-c3ccccc3)cc2)o1)C1CCOCC1	-1	0.8	0.0	-5
13	FC(F)(F)c1cccc(CNc2nc(Nc3ccc(N4CCOCC4)cc3)nc3nc[nH]c23)c1	-2&-10	3.2&0.2	0.1&-0.2	3&-6
14	Cc1ccc(NC(=O)c2sc3ncn(CC(=O)N4CCN(c5ccccn5)CC4)c(=O)c3c2C)cc1F	-12	0.1	-0.1	-10
15	CC(C)(C)N(C(=O)c1ccc([N+](=O)[O-])cc1)C(=O)N1CCCCC1	-4	1.7	0.0	-11
16	O=c1c2cc3c(cc2nc(SCc2ccc(Cl)cc2)n1Cc1ccco1)OCO3	6	0.4	0.2	12
17	COc1cc(OC)c(C(=O)NCc2nc(-c3ccc(C)cc3)no2)cc1OC	3	1.0	0.1	10
18	CC1CCN(C(=O)c2c[nH]c3ccc(S(=O)(=O)N4CCC(C)CC4)cc3c2=O)CC1	-6	-0.7	-0.1	-2
19	O=C(Nc1ccc(F)c([N+](=O)[O-])c1)c1ccc(F)cc1	8	0.4	0.0	-10
20	Nc1nc(SCC(=O)Nc2cccnc2Cl)n[nH]1	-3	-1.1	-0.2	-5

Of the compounds above, 5 have a Cl atom.
No.	Molecule	TEAD-YAP inh	GPR151 ag	FBW7 activator	MITF primary
1	O=C(Nc1ccc(Cl)cc1)C1C2C=CC3(O2)C1C(=O)N(CCN1CCCCC1)C3C(=O)NC1CCCCC1 (centres undefined)	-1	-0.9	0.0	-17
8	CC(=O)Nc1ccc(NC(=O)C2CC(=O)N(c3ccc(Cl)cc3)C2)cc1 (centres undefined)	-5	-0.7	0.0	9
10	COc1ccc2ncc(C(=O)NCc3ccccc3)c(Cl)c2c1	-1	0.5	-0.1	8
16	O=c1c2cc3c(cc2nc(SCc2ccc(Cl)cc2)n1Cc1ccco1)OCO3	6	0.4	0.2	12
20	Nc1nc(SCC(=O)Nc2cccnc2Cl)n[nH]1	-3	-1.1	-0.2	-5

Other entries
No.	Molecule	TEAD-YAP inh	GPR151 ag	FBW7 activator	MITF primary
21	CCCNC(=O)CN1Cc2ccccc2C1=O	0	0.7	0.0	9
22	O=C1C(Cl)=C(Cl)C(=NC(=O)c2ccc([N+](=O)[O-])cc2)C(Cl)=C1Cl	2	-0.7	-0.4	27
23	CC(C)(CO)NC(=O)c1ccc(C(C)(C)C)cc1	-21	-0.8	0.1	21
24	O=C(c1ccccc1)C1CN(Cc2ccccc2)CCC1(O)c1ccccc1 (centres undefined)	3	1.8	0.1	8
25	CC1=C(C(=O)OCC2CCCO2)C(c2ccccc2[N+](=O)[O-])CC(=O)N1 (centres undefined)	5	-0.4	-0.1	1
26	Cc1cccc(C)c1NC(=O)c1nccnc1C(=O)O	8	-1.0	-0.1	6
27	O=C(Nc1ccccc1C(F)(F)F)c1cc2n(n1)C(C(F)(F)F)CC(c1ccc3c(c1)OCO3)N2 (centres undefined)	-4	-0.8	-0.1	-1
28	Cc1nc(CCNS(=O)(=O)c2ccc3ccccc3c2)cs1	1	-0.8	0.7	15
29	COc1ccc(NC(=O)NC2(C(=O)NCC3CCCO3)CCCCC2)cc1 (centres undefined)	1	-1.0	-0.1	-6
30	COc1cccc(CN2CCN(C(=O)N3CCCC3)[C@@H](C)C2)c1	6	0.2	0.1	0
31	COC(=O)Cc1ccc(NC(=S)Nc2ccc(OC)cc2OC)cc1	-7	-1.7	0.8	10
32	Cc1ccc(C(=O)Oc2coc(CSc3nncn3C)cc2=O)cc1	4	0.7	-0.1	11
33	COc1ccc(OC)c(C2C(C(=O)OC(C)C)=C(C)NC3=C2C(=O)CCC3)c1 (centres undefined)	-2	-1.0	0.2	6
34	COc1ccc(NC(=O)c2ccco2)cc1N	-31	0.7	-0.1	6
35	CCCCOCCCNC(=O)/C=C/c1ccccc1	-2	2.2	0.0	-4
36	Cc1cc(C)nc(NC(=O)Cc2ccc(F)cc2)n1	-6	13*	-0.1	-1
37	CCN(CC)CCn1c(=S)[nH]c2cc(C(=O)NCc3ccc(C)cc3)ccc2c1=O	-8	-0.5	-0.1	-2
38	CCc1ccc(NC(=O)C/C(C)=N/NC(=O)OCc2ccc(OC)cc2)cc1	-17	-1.5	0.3	6
39	CCOC(=O)Cc1csc(NC(=O)COc2ccc(OC)cc2)n1	-3	-0.1	-0.1	5
40	CCN(CC)c1nc(NCCN2CCOCC2)nc(N2CCN(Cc3ccc4c(c3)OCO4)CC2)n1	2	2.2	-0.2	3
41	Cc1ccc(-c2noc(CN(C(=O)N3CCOCC3)C(C)C)n2)cc1	1	0.8	-0.1	2
42	COc1ccc2nc3cc(Cl)ccc3[n+]([O-])c2c1	-36	-2.2	0.0	-1
43	O=C(CSc1nncc2ccccc12)c1ccccc1	-35	-1.3	-0.1	18
44	CCOC(=O)c1sc2nc(SCC(=O)NC3CCCCC3)n(Cc3ccccc3Cl)c(=O)c2c1C	4	0.1	0.1	-4
45	CCOC(=O)C1(CCOC)CCN(Cc2cnc(N(C)C)s2)CC1	4	-0.7	0.5	3
46	COc1ccc(-n2c(SCC(=O)c3ccc(F)cc3)nnc2-c2cccnc2)cc1	2	1.9	0.1	8
47	Nn1cc(-c2ccccc2)nc1SCC(=O)N1CCN(C(=O)c2ccco2)CC1	3	-0.6	-0.1	6
48	CSc1ccc2nc(N3CCN(C(=O)CN(C)S(C)(=O)=O)CC3)sc2c1	-24	0.4	0.0	-2
49	O=C(Cc1ccc(Cl)cc1)Nc1ccc2nc3n(c(=O)c2c1)CCCC3	6	-0.1	0.0	-49
50	O=C(CN1CCCC1=O)Nc1ccc(-c2cn3c4c(nnc3n2)CCCC4)cc1	-15	-1.1	-0.5	10
51	O=C(NNC(=S)NC(=O)c1cc2cc(Br)ccc2oc1=O)c1cccc([N+](=O)[O-])c1	-13	-0.5	0.3	13
52	CCCCC(=O)Nc1sc2c(c1C#N)CC(C)(C)NC2(C)C	5	0.2	0.0	14
53	COc1ccc(C2CC(=O)C3=C(C2)Nc2ccccc2NC3c2ccc(SC)cc2)cc1OC (centres undefined)	9	-1.2	1.2	20
54	O=C(NC(=S)Nc1ccc2oc(-c3ccc(Cl)cc3)nc2c1)c1cc2ccccc2o1	1	-0.1	-0.1	-4
55	COc1ccc(CN=Cc2c(O)n(-c3cccc(Cl)c3)c(=O)[nH]c2=O)cc1	9	0.0	0.0	-1
56	O=C(NC1(C(F)(F)F)NC(=O)N(C2CCCCC2)C1=O)c1ccco1 (centres undefined)	-2	2.2	0.0	6
57	COCc1ccc(CN2CCN(Cc3ccc(C)cc3)C(CCO)C2)o1 (centres undefined)	-7	0.8	-0.1	-8
58	Cc1cc(=O)oc2c3c(ccc12)OCC3=O	-3	-0.1	0.2	-8
59	C=CCN(CC=C)S(=O)(=O)c1nc2nc(C)cc(C)n2n1	-3	1.8	0.1	0
60	CC1CCN(C(=O)CSc2nnc3n(CC(=O)NC(C)C)c4ccccc4n23)CC1	0	-1.2	0.8	4

A draw from above in order of molar mass, smallest number first.
No.	Molecule	TEAD-YAP inh	GPR151 ag	FBW7 activator	MITF primary
10	COc1ccc2ncc(C(=O)NCc3ccccc3)c(Cl)c2c1	-1	0.5	-0.1	8
41	Cc1ccc(-c2noc(CN(C(=O)N3CCOCC3)C(C)C)n2)cc1	1	0.8	-0.1	2
45	CCOC(=O)C1(CCOC)CCN(Cc2cnc(N(C)C)s2)CC1	4	-0.7	0.5	3

Next section:
No.	Molecule	TEAD-YAP inh	GPR151 ag	FBW7 activator	MITF primary
61	c1ccc(COC2CCN(Cc3ccc4c(c3)CN(Cc3nccs3)CCO4)CC2)cc1	9	0.2	0.1	11
62	Cc1ccc(C)c(NC(=O)c2sc3nc4c(c(-c5ccco5)c3c2N)CCCC4)c1	-2	0.8	0.0	7
63	CC1(C)CC(=O)C2=C(C1)N(c1ncn[nH]1)C(N)=C(C#N)C2c1cccnc1 (centres undefined)	1	-1.5	-0.1	-7
64	O=C(CSCc1ccccc1F)N1CCN(c2ccccc2)CC1	-40	0.0	0.0	7
65	COc1ccc(Nc2nc(Nc3cccc(C(F)(F)F)c3)nc(N3CCOCC3)n2)cc1	16	0.4	0.0	2
66	COc1ccc(C(CC(=O)O)NC(=O)c2ccc(Cl)cc2Cl)cc1 (centres undefined)	6	1.2	0.1	-5
67	CC(=O)c1ccc(NC(=O)C(C)OC(=O)c2ccc(C(F)(F)F)cc2)cc1 (centres undefined)	-4	1.2	0.2	7
68	COc1ccc(C)cc1C(=O)C1CC(C(=O)O)C(C)(C)C1C (centres undefined)	-10	-0.8	-0.1	-9
69	COc1ccccc1C(=O)NNC(C)=O	3	2.5	-0.1	-3
70	CSc1nnnn1CCn1nnnc1SC	-7	-0.4	-0.2	-4
71	CCn1c(CC(=O)Nc2ccccc2F)nnc1SCC(=O)c1ccc(OC)cc1	20	0.5	-0.2	6
72	CCOc1ccc(NC(=O)C2CC2(c2ccc(CC)cc2)c2ccc(CC)cc2)cc1 (centres undefined)	8	-0.3	0.0	7
73	CC(=O)c1ccc(NC(=O)C(C(F)(F)F)C(F)(F)F)cc1	-44	-0.4	-0.2	-2
74	Cn1c(=O)c2c(nc(Cl)n2Cc2cc3c(cc2Cl)OCO3)n(C)c1=O	-5	-1.6	1.3	13
75	Nc1ccc(S(=O)(=O)NC2(C(F)(F)F)NC(=O)N(c3ccccc3Cl)C2=O)cc1 (centres undefined)	10	2.5	0.0	21
76	Cc1sc2ncnc(N/N=C/c3ccccc3O)c2c1C	7	-0.4	-0.6	19
77	CC(=O)N1CCc2cc(S(=O)(=O)CCC(=O)Nc3cccc(C(=O)O)c3)ccc21	-6	2.0	0.1	16
78	COc1ccc(O)c(C=NCCCN=Cc2cc(OC)ccc2O)c1	5	0.4	0.0	5
79	Cc1cccc(NC(=O)C(=O)NCCC2CCCCN2S(=O)(=O)c2cccs2)c1C (centres undefined)	-1	0.7	0.1	12
80	O=C(COc1ccccc1)Nc1nnc(COc2ccccc2)s1	-2	1.4	-0.1	10
81	O=C(Nc1cccc(Cl)c1)C1CCCN(S(=O)(=O)c2cnc[nH]2)C1 (centres undefined)	-7	1.2	0.7	16
82	C#CCOc1c(Br)cc(/C=C(\C#N)C(=O)NCC2CCCO2)cc1OC (centres undefined)	-2	-0.9	0.1	-3
83	CCOc1ccc(NCCC(=O)c2ccc3c(c2)OCO3)cc1	7	0.5	-0.1	6
84	O=C(c1cc(Cl)cc(Cl)c1)N1CCN(C(=O)c2cc(Cl)cc(Cl)c2)CC1	5	0.5	-0.1	-3
85	CCOC(=O)c1sc2ncn(Cc3c(F)cccc3Cl)c(=O)c2c1C	-3	-2.2	-0.2	2
86	Cc1ccc(S(=O)(=O)N2CCCc3nc4ccccc4n3CC2)cc1	0	0.0	0.1	13
87	Cc1cc(C)n(C(=O)c2csc(-n3nc(C)cc3C(F)(F)F)n2)n1	1	2.9	0.0	2
88	O=C1Nc2ccccc2/C1=C\c1nc2ccccc2c(=O)n1-c1cccc([N+](=O)[O-])c1	41*	2.6	0.0	20
89	CCOc1ccc(NS(=O)(=O)c2c(C)n[nH]c2C)cc1	0	-0.1	0.1	7
90	Cc1ccc(NC(=O)c2ccccc2F)c([N+](=O)[O-])c1	-42	-1.3	0.2	13
91	O=C(NCCO)c1cnc(N2CCc3ccccc3C2)s1	-22	-2.1	0.0	-7
92	CC(C)n1c(NCCN2CCOCC2)nc2c(Nc3ccc(N4CCOCC4)cc3)ncnc21	-11	-0.7	0.0	0
93	Cc1ccc(CCN2CC(C(=O)NCCN3CCCC3)CC2=O)cc1 (centres undefined)	5	1.9	0.5	2
94	C=C(C)c1cccc(C(C)(C)NC(=O)NNC(=O)c2cccnc2)c1	-8	-0.5	0.1	-12
95	CCCOc1ccc(OC(=O)c2cccc(C(=O)OC(C)C)n2)cc1	6	-0.6	0.0	-1
96	CCCCCCC1OCC2(CO1)C(C)C=C(C)CC2C (centres undefined)	2	0.2	-0.1	7
97	CCN(CC)CCOc1ccc([N+](=O)[O-])cc1	8	-0.9	0.1	16
98	COC(=O)c1c(OCCN2CCCCC2)cc(=O)n2c1CCN(Cc1ccco1)CC2	10	-0.9	-0.4	-2
99	O=C(NC(Cc1ccccc1)C(=O)O)c1ccco1 (centres undefined)	8	2.4	-0.1	10
100	O=C(OCc1ccccc1)c1ccccc1	1	-0.9	-0.1	4
